TTR transcr act: increases transthyretin transcription | SH-SY5Y TTR promoter Gaussia luciferase, luminescence; 100% = recombinant luciferase protein wells | hit rate 1.3% among 92,000 | activation, % at 16.7 µM;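 active = activation above the mean of all tested compounds plus 3 SD, cut at about 9.5% in these data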;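 note: cells exposed to compounds for one day before reading; 0% = median of all test compound wells on the plate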
* hit, by the source's call. Not all compounds are listed; rates above refer to the full screens.

TTR transcr act | mol
-3.7 | Cc1ccc(Cn2c(N3CCCCCC3)nc3c2c(=O)[nH]c(=O)n3C)cc1
0.1 | CN(Cc1ccccc1)C(=O)c1cccc(NC(=O)Cc2cccc(NC(=O)C3CCN(C(=O)C4CCC4)CC3)c2)c1
3.9 | COc1ccc2c(c1OC)C(=O)O[C@@H]2[C@H]1c2c(cc3c(c2OC)OCO3)CCN1C
-0.4 | O=C(NCCO)c1ccc(-c2cnc3cccnn23)cc1
-0.2 | CC(C)[C@@H]1Cc2[nH]c(=S)[nH]c(=O)c2[C@H](CCc2ccccc2)O1
-0.8 | COC(=O)N/N=C(\C)c1ccc(OC(F)F)cc1
-1.4 | Cc1nn(C)c(C)c1S(=O)(=O)N1CCCC(C(=O)NC2CCCCCC2)C1 (configuration not stated)
-3.7 | COc1ccc(CCN2C(=O)c3cccc4c(C(=O)N5CCCCC5)ccc(c34)C2=O)cc1OC
-1.5 | CC1CCN(C(=O)/C(=C\c2cccs2)NC(=O)c2ccccc2)CC1
-4.4 | CC(C)c1ccc(/C=C/C(=O)NC(=S)Nc2ccc(CN3CCOCC3)cc2)cc1
-2.1 | COC(=O)c1cc2n(n1)CCN(Cc1cccc(OC)c1)C2=O
4.5 | COc1ccc(NC(=O)Nc2cccc3c2O[C@H](CN(C)C(=O)Nc2c(C)noc2C)[C@@H](C)CN([C@H](C)CO)C3=O)cc1
1.4 | CSc1cc(-c2ccccc2)n(Cc2ccccc2Cl)c(=O)c1C#N
1.9 | Oc1ccc(-c2cccc(-c3ccc(O)cc3)c2)cc1
-0.8 | Cc1ccc(S(=O)(=O)N2C[C@@H]3CCCC[C@@H]3[C@@H](C)[C@H]2c2cn(Cc3ccccc3)c3ccc(F)cc23)cc1
-0.1 | COc1ccc(-c2nc(-c3ccc(O)cc3O)cs2)cc1OC
0.6 | Cc1ccsc1C(=O)NNC(=O)Nc1ccc(Cl)c(Cl)c1
-0.7 | CC(C)(C)NC(=O)Cn1c(=O)c(=O)n(Cc2ccccc2)c2ccc(Cl)cc21
2.4 | CN(C)CCOC(=O)NC12CC3CC(CC(C3)C1)C2
0.0 | COC(=O)C1=CN(C)C=C(C(=O)OC)C1c1ccccc1Cl
-1.0 | C[C@@H]1CN([C@H](C)CO)C(=O)c2cc(-c3ccc(C#N)cc3)cnc2O[C@H]1CN(C)C(=O)c1ccccc1
-1.2 | CCOc1ccc(N/C(C)=C/C(=O)c2ccc3c(c2)OCCO3)cc1
3.0 | O=C(c1cnn(C(=O)COc2ccccc2F)c1)c1cc(F)ccc1O
-1.0 | COc1ccc(/C=C(\NC(=O)c2ccccc2)C(=O)OC[C@@H]2CCC[N+]3(C)CCCCC23)cc1OC (some centres not stated)
-7.0 | CC(C)(C)OC(=O)NCc1ccc(CNC(=O)c2[nH]cnc2C(=O)NCC(=O)OCc2ccccc2)cc1
2.2 | CCN(CC)CCN(Cc1cc2cc(C)c(C)cc2[nH]c1=O)C(=S)NCc1ccco1
-2.4 | Cc1ccc(C)n1CCN1CCN(C(=O)c2ccco2)CC1
0.7 | CCCc1nn2c(=O)cc(CSCC(=O)Nc3ccc(F)cc3)nc2s1
-1.4 | CC(=O)Nc1ccc(N2C(=O)CC(Sc3nccc(C)n3)C2=O)cc1 (configuration not stated)
-0.6 | CC(=O)Nc1ccc(C2=NN(CC#N)C(=O)SC2)cc1
-0.7 | CCc1ccc(C2CC(=O)NC(SCC(=O)OC(C)C)=C2C#N)cc1 (configuration not stated)
-2.1 | CCOC(=O)N1CCN(C(=O)c2cc(C)no2)CC1
0.8 | CCOC(=O)c1nnn(CC(=O)Nc2ccccc2OC)c1C(=O)OCC
-1.4 | O=C1CC(N2CCN(c3ccccc3F)CC2)C(=O)N1c1ccc2c(c1)OCCO2 (configuration not stated)
0.0 | C=CCSc1nc(N2CCOCC2)c2c(c1C#N)CC(C)(C)N(C)C2
-0.8 | O=c1[nH]c(=S)[nH]c2c1C(c1ccc(Cl)cc1)OC(C1CCCCC1)C2 (configuration not stated)
-2.7 | O=C1c2ccccc2C(=O)N1CCSc1nnc(-c2ccco2)n1Cc1ccccc1
-5.2 | Cc1cc(C)cc(-n2c3nc4ccccc4nc3c3c(=O)n(Cc4ccco4)cnc32)c1
-0.2 | Cc1ccc(NC(=O)NC(=O)N(C2CCCCC2)S(=O)(=O)c2ccccc2)cc1
1.2 | O=C(Cc1ncc(C(F)(F)F)cc1Cl)NCc1ccco1
0.4 | Cc1ccc(C(=O)NCCN2CCNC2=O)cc1
-1.6 | COc1ccc(C(=O)CCc2ccccc2O)c(OC)c1
-5.0 | COc1ccc(NC(=O)Nc2cccc([N+](=O)[O-])c2)cc1Cl
0.4 | COc1ccc(C(=O)/C=C/c2ccc(O)cc2)c(O)c1CC=C(C)C
2.2 | O=C(O)CC1(CC(=O)NCc2ccc(C(F)(F)F)cc2)CCCCC1
2.5 | CC1=C/C(=N\N=C2\NC(=O)C(CC(=O)Nc3ccccc3F)S2)CC(C)(C)C1 (configuration not stated)
1.1 | O=C(C[N+]1(CC#Cc2ccccc2)CCCCC1)c1ccccc1
2.3 | Cc1ccc(OCC(=O)Nc2ccc3c(c2)nc(CCN2CCN(C)CC2)n3C)cc1

In a second layout: results already given.
Molecule,TTR transcr act
O=C(C[N+]1(CC#Cc2ccccc2)CCCCC1)c1ccccc1,1.1
COc1ccc(NC(=O)Nc2cccc([N+](=O)[O-])c2)cc1Cl,-5.0
Cc1ccc(OCC(=O)Nc2ccc3c(c2)nc(CCN2CCN(C)CC2)n3C)cc1,2.3

Next part.
TTR transcr act | mol
3.2 | Cc1cc(C(=O)CN(Cc2ccc(F)cc2)S(=O)(=O)c2ccc3c(c2)OCCO3)c(C)n1C
-0.2 | CCOC(=O)N1CCN(C(=O)c2cc(S(=O)(=O)N3CCCC3)cn2C)CC1
1.2 | CC(C)CN(CC(C)C)C(=O)C12CCC(C)(C(=O)C1)C2(C)C (configuration not stated)
0.5 | CN1CCN(c2oc(-c3ccco3)nc2S(=O)(=O)c2ccccc2)CC1
2.9 | Cc1ccc(C)c(NC(=O)CSc2nnc3n2CCCCC3)c1
-2.0 | CCCOC(=O)c1ccc(NC(=O)c2c(Cl)ccc(Cl)c2OC)cc1
-1.4 | COc1cc(C(=O)NNC(=O)c2cc(S(=O)(=O)N(C)C)ccc2N2CCCC2)cc(OC)c1OC
0.6 | CCCOC(=S)NC(=O)c1sc2ccccc2c1Cl
2.5 | CCCCNC(=O)C1(C)CCC(=O)N1CCOc1ccccc1 (configuration not stated)
-1.1 | COc1ccc(CCNC(=O)Nc2ccc([N+](=O)[O-])cc2)cc1OC
-1.6 | COCCN(C(=O)COC(=O)c1sccc1C)c1c(N)n(Cc2ccccc2)c(=O)[nH]c1=O
0.2 | C/C(CC(=O)NCc1ccco1)=N\NC(=O)Cc1ccc(-c2ccccc2)cc1
0.1 | CC(CC(=O)O)Nc1ccccc1O (configuration not stated)
2.1 | CN1CCN(CCC(=O)N/N=C/c2ccccn2)CC1
0.2 | CC1Cc2ccccc2N1C(=O)COC(=O)c1ccc(O)cc1 (configuration not stated)
0.4 | CCOc1ccccc1Nc1nnc(SCC(=O)NC(=O)c2cccn2C)s1
-2.4 | Cc1ccc2c(c1)N(Cc1cccc(F)c1)C(=O)C(C)O2 (configuration not stated)
-1.0 | CC(C)C(NC(=O)OC(C)(C)C)C(=O)NC(CCC(=O)OCc1ccccc1)C(N)=O (configuration not stated)
-0.6 | CN(C(=O)COC(=O)CNC(=O)c1sc2ccccc2c1Cl)C1CCS(=O)(=O)C1 (configuration not stated)
3.2 | COc1ccc(CN2C(=O)C(CC(=O)NC3CC3)CC(C(=O)N(C)C)=C2C)cc1 (configuration not stated)
0.2 | CCOc1ccccc1C(=O)OCC(=O)Nc1cc(Cl)ccc1Oc1ccccc1
0.7 | CCN(CC)S(=O)(=O)c1cccc(C(=O)OCC(=O)NCCN2C(=O)CSC2=O)c1
-1.0 | Cc1nc(SCC(=O)Nc2cccc(S(=O)(=O)N3CCOCC3)c2)nc(C)c1C
0.1 | Cc1nc(C)c(-c2ccnc(/N=C/NO)n2)s1
-1.7 | C=CCNC(=S)NN(c1ccccc1)c1ccccc1
-2.4 | Cc1cccnc1Nc1nc(-c2ccc(F)cc2)cs1
1.5 | CC(=O)c1c(-c2ccc(Cl)cc2Cl)noc1C
-2.1 | Cc1cc(C2=NNC(=NCc3ccccc3)SC2)c(C)n1-c1c(C)n(C)n(-c2ccccc2)c1=O
2.1 | CCCCN1Cc2c(nc3cc(-c4ccco4)[nH]n3c2=O)C1=O
-0.7 | Cc1c(NC(=O)c2cc(-n3cnnc3)ccc2Cl)cccc1-c1nc2ccccc2s1
-1.0 | CN(Cc1ccco1)S(=O)(=O)c1nnc(NC(=O)c2ccccc2Cl)s1
0.6 | Cc1ccc(NC(=O)C2CCCN(S(=O)(=O)c3ccc4c(c3)oc(=O)n4C)C2)nc1 (configuration not stated)
-1.3 | CC(=O)NC(c1cccc([N+](=O)[O-])c1)c1ccc2cccnc2c1O (configuration not stated)
2.2 | CCN(CC)C(=O)Cn1cc(SCC(=O)Nc2cc(C)on2)c2ccccc21
0.2 | Cc1ccc(NC(=O)CS(=O)CC(=O)NCCCN(C)c2ccccc2)cc1 (configuration not stated)
-2.0 | CC(C)SCCCOc1ccc(C(C)(C)C)cc1
0.5 | C=CCN(CC=C)CCOc1ccccc1
1.4 | CCCCCCn1c(SCC(=O)c2c(N)n(C)c(=O)n(C)c2=O)nc2ccccc21
0.2 | CCS(=O)(=O)CCSc1nc(C)cc(C)c1C#N
-2.8 | COc1ccc(N2CCN(C(=O)c3oc4ccccc4c3NC(=O)Cc3cccc(OC)c3)CC2)cc1
1.9 | CCCCC/C=C/C1=CC(=O)C[C@H](c2ccc3c(c2)OCO3)C1
-0.1 | C#CCOC(=O)/C(=C/c1ccc(F)cc1)NC(C)=O
4.1 | COc1ccc2c(Cl)c(C(=O)NN3CCN(C)CC3)sc2c1
4.3 | CCOC(=O)c1cc(C#N)c(SCC(=O)c2cc(C#N)c(SC)nc2C)nc1C
-0.1 | O=C(COc1ccc([N+](=O)[O-])cc1)N(Cc1cccs1)C1CCS(=O)(=O)C1 (configuration not stated)
-0.2 | COc1ccc(S(=O)(=O)N2CCCC(C(=O)N3CCN(C)CC3)C2)cc1Cl (configuration not stated)
-5.8 | O=S(=O)(Nc1cc(Sc2cccc3cccnc23)c(O)c2ccccc12)c1ccc(F)cc1
1.6 | CC1CCC2(CC1)CCC2NCc1ccc(Br)cc1 (configuration not stated)
-1.3 | CC(C)c1nnc(NC(=O)C2CCN(c3nc4ccccc4s3)CC2)s1
0.9 | CC(C)(CNC(=O)c1cc2c(s1)CCCC2)N1CCOCC1
0.7 | O=C(Nc1nnc(-c2ccc3c(c2)OCCO3)o1)c1ccc(Cc2ccccc2)cc1
0.6 | C=CCOC(=O)C1=C(C)NC(SC)=C(C#N)C1c1ccc(OCC)cc1 (configuration not stated)
-1.2 | CC1CCCCN1C(=O)C1CCCN(S(=O)(=O)c2cccc3nsnc23)C1 (configuration not stated)
-3.3 | CSc1nc2nccc(-c3ccc(Oc4ccccc4)cc3)n2n1
3.7 | CC1(C)Cc2c(sc3nnn(CC(=O)Nc4ccccc4)c(=O)c23)CO1
2.3 | COC(=O)c1ccc(C(=O)OC)c(NC(=O)CN2CCC(C)CC2)c1

Other results.
TTR transcr act | mol
1.0 | CSc1ccc(/C=N/NC(=O)COc2ccc(Br)cc2Cl)cc1
3.6 | O=C(O)/C=C/C(=O)N(Cc1ccccc1)Cc1ccco1
0.6 | CSC1=N/C(=C\c2cccc(Cl)c2)C(=O)N1N(C)C
2.2 | O=C(O)CCC(NC(=O)c1ccc(Cl)cc1)C(=O)O (configuration not stated)
0.5 | CCN(CC)C(=O)CSc1nc(-c2ccccc2)cc(=O)[nH]1
-1.1 | CN(Cc1ccccc1)C(=O)c1ccc2c(c1)OCO2
1.0 | Cc1c(C(=O)N(C)C)c2cc(Cl)ccc2n1O
-0.1 | CC(Sc1nc(N2CCOCC2)c2c(c1C#N)CC(C)(C)OC2)C(=O)Nc1ccccc1 (configuration not stated)
6.2 | COc1ccc(CNC(=O)Nc2cccc3ccccc23)cc1
1.4 | COc1cc(SC)ccc1C(=O)OCC(=O)NC1CCCC1
-0.8 | CCOc1ccc(CN(C)CC(=O)Nc2ccc([N+](=O)[O-])cc2Cl)cc1
2.5 | CC(=O)NC(C)c1cc(Cl)c2ccccc2c1O (configuration not stated)
-0.4 | Cc1ccc(S(=O)(=O)N2CCC(=O)N([C@H](CO)Cc3ccccc3)CC2)cc1
0.7 | COc1cccc(NC(=O)c2ccc(NC(=O)C3CC(=O)OC34CCCCC4)cc2)c1 (configuration not stated)
-2.7 | Cc1nc2ncnn2c(N2CCN(C(c3ccccc3)c3ccccc3)CC2)c1C
-1.5 | CCc1ccc(CNC(=O)Cn2nc(-c3ccccc3)ccc2=O)cc1
-0.7 | CCOC(=O)C1(CC)NC(c2ccco2)C2C(=O)N(c3ccc(C)cc3)C(=O)C21 (configuration not stated)
1.6 | CCCCOCCCNC(=O)C[C@@H]1C(=O)N(CCc2ccc(Cl)cc2)C2=CCCCC[C@]21C(=O)OC

Structures shown so far with fluorine:
TTR transcr act | mol
-0.8 | COC(=O)N/N=C(\C)c1ccc(OC(F)F)cc1
-0.8 | Cc1ccc(S(=O)(=O)N2C[C@@H]3CCCC[C@@H]3[C@@H](C)[C@H]2c2cn(Cc3ccccc3)c3ccc(F)cc23)cc1
3.0 | O=C(c1cnn(C(=O)COc2ccccc2F)c1)c1cc(F)ccc1O
0.7 | CCCc1nn2c(=O)cc(CSCC(=O)Nc3ccc(F)cc3)nc2s1
-1.4 | O=C1CC(N2CCN(c3ccccc3F)CC2)C(=O)N1c1ccc2c(c1)OCCO2 (configuration not stated)
1.2 | O=C(Cc1ncc(C(F)(F)F)cc1Cl)NCc1ccco1
2.2 | O=C(O)CC1(CC(=O)NCc2ccc(C(F)(F)F)cc2)CCCCC1
2.5 | CC1=C/C(=N\N=C2\NC(=O)C(CC(=O)Nc3ccccc3F)S2)CC(C)(C)C1 (configuration not stated)
3.2 | Cc1cc(C(=O)CN(Cc2ccc(F)cc2)S(=O)(=O)c2ccc3c(c2)OCCO3)c(C)n1C
-2.4 | Cc1ccc2c(c1)N(Cc1cccc(F)c1)C(=O)C(C)O2 (configuration not stated)
-2.4 | Cc1cccnc1Nc1nc(-c2ccc(F)cc2)cs1
-0.1 | C#CCOC(=O)/C(=C/c1ccc(F)cc1)NC(C)=O
-5.8 | O=S(=O)(Nc1cc(Sc2cccc3cccnc23)c(O)c2ccccc12)c1ccc(F)cc1

Screening data from PubChem.
